BRCA1 expr up = BRCA1 expression activation. MCF7-BRCA1-FFLuc reporter, luminescence, 48 h; response scale: scaled: vehicle 0%, 10 µM genistein 100%. Potency, µM (top dose mostly 46.1 µM), for the others: top-dose activation, hits mostly activators. 380,000 tested, 1.1% active; further: potency means the concentration at half of the fitted maximal effect; nearly all actives have a fitted effect of over 80% in size; some results filed as inactive show a strong effect at the top dose
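Reporter cells (MCF7, BRCA1 promoter-firefly luciferase) received library compounds across a concentration series for 48 h. End-point luminescence was measured and concentration-effect curves derived after normalization.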
Eya2 inh = inhibitors of human Eya2 phosphatase activity; AID 488837; Potency, µM (highest dose often 76.9 µM), for the others: at the highest dose activity, negative = inhibition, most hits filed as inhibitors; O00167; 330,000 tested, 0.006% active; recombinant Eya2, OMFP fluorescence dephosphorylation (OMFP is methylfluorescein phosphate); further: potency means the concentration at half of the fitted maximal effect; on the % scale 0 is the no-effect control and ±100 the full control effect
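Eya2 (0.2 uM) preincubated 10 min at ambient with compound, then OMFP substrate added at 50 uM; 10 min reaction in 50 mM HEPES pH 7.5, 50 mM NaCl, 5 uM MgCl2, 0.05% BSA, 1 mM DTT. Fluorescence read at Ex 485/Em 525 nm.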
TRPV1 ag = agonists of human vanilloid receptor 1 (TRPV1); Q8NER1; TRPV1-expressing cells, Fluo-8 calcium influx, agonist mode; activation, % at 8.33 µM; 320,000 tested, 0.19% active; AID 540275; in the data active means activation above about 80%; inconclusive means between about 30% and that limit; further: 0% is about no effect
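Cells expressing TRPV1 were dye-loaded with Fluo-8 and read kinetically: 10 s baseline, 3 min after compound (agonist portion), then 2 min after EC20 capsaicin (allosteric enhancer portion). Calcium-bound dye fluorescence at 480/520 nm.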
USP2a inh = blocks human ubiquitin-specific protease USP2a; 330,000 tested, 0.01% active; O75604; AID 463254; USP2 core, Ub-CHOP2 coupled fluorogenic reporter, 485/531; Potency, µM (series often up to 38.3 µM), inactives show at the highest dose activity change, negative = inhibition, usual class: inhibitors;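 further: potency means the concentration at half of the fitted maximal effect; plate controls were DMSO wells for no effect and full inhibition by NEM control for full effect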
Target sequence (O75604 whole entry, looked up): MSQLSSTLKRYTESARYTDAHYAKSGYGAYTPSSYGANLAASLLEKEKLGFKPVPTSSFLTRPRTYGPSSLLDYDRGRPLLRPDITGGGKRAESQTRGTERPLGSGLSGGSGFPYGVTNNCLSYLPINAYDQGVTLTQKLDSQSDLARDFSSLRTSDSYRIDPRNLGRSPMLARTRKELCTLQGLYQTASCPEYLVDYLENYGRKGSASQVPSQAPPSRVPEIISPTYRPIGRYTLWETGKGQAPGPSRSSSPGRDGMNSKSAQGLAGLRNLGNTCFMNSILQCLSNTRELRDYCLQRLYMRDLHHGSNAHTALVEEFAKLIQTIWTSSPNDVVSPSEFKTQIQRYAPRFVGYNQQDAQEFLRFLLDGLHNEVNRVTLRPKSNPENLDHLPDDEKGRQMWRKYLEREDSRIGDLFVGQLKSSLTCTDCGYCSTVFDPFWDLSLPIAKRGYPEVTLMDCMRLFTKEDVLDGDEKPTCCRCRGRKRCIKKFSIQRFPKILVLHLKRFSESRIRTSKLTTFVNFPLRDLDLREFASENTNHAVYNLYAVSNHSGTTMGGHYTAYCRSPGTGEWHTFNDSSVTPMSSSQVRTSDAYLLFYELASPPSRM
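Deubiquitinase activity read as fluorescence (485/531 nm) after Ub-CHOP2 cleavage activates the enterokinase reporter on its substrate; USP2 core 10nM, Ub-CHOP2 and substrate 25nM each, 30min compound preincubation then 60min RT; data normalized to NEM, curves fitted.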
Integrin act MD = integrin-mediated muscular dystrophy alleviation activation. alpha7betagal myoblasts, beta-gal FDG fluorescence, 48 h. 350,000 tested, 0.064% active. Potency, µM (titrated, usually from 38.3 µM), inactives show at the highest dose activation, actives largely listed as activators;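 further: potency means the concentration at half of the fitted maximal effect; 100% = response of the positive control SU9516; nearly all actives have a fitted effect of over 60% in size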
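Alpha7betagal+/- myoblasts (passage 13) were plated 16-24 hr, then exposed to compounds (1:260 dilution of DMSO stock) for 48 hours at 37C. After MPER lysis, β-galactosidase reporter activity was read as FDG fluorescence (ex 480/em 540) after 30 minutes.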
ELG1 genotoxic = induces genotoxicity in HEK293T cells with luciferase-tagged ELG1; HEK293T ELG1-luciferase reporter, luminescence, 16 h; Potency, µM (doses to about 46 µM), for the others: at the highest dose activity change, positive = activation, usual class: activators; 330,000 tested, 1.3% active; further: potency means the concentration at half of the fitted maximal effect; % of control where 0% means no effect; nearly all actives have a fitted effect of over 60% in size
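Reporter readout depends on ELG1 protein level, which increases with genetic stress. After 16 hr compound exposure at 37 °C, luciferase activity was quantified using ONE-Glo.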
TSG101-PTAP inh = blocks PTAP/TSG101 interaction to inhibit HIV-1 budding; Q99816; Fluorescence polarization, FITC-PTAP peptide / Tsg101 binding; Potency, µM (doses to about 115 µM), without a hit: at the highest dose activity change, negative = inhibition, actives largely listed as inhibitors; 340,000 tested, under 10 active; AID 493005; active means well fitted inhibition curve with a large enough effect in the main read-out, with a control signal flat, not every such curve was filed as active; inconclusive means small, poorly fitted or top-dose-only effect, or effect the other way, or a change in a side signal; inactive means no such curve, though single readings can be large or run the other way; further: potency means the concentration at half of the fitted maximal effect; % of control where 0% means no effect
Target sequence (Q99816 whole entry, looked up): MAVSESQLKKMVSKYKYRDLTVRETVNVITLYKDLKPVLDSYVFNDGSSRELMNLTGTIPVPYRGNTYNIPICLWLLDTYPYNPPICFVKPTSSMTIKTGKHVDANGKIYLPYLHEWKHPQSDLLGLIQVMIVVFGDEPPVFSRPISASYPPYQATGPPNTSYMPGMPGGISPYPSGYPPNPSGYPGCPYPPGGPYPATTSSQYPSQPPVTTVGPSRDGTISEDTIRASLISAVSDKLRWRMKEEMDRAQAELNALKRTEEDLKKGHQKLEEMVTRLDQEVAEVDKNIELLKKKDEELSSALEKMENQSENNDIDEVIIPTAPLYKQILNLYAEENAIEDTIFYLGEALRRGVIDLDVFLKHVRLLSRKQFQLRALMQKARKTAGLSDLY
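Fluorescence anisotropy tracks displacement of a FITC-tagged PTAP peptide (50 nM) from the Tsg101 binding domain (10 uM), following a 20 min room-temperature incubation at pH 7.5.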
p53 reactivator = restores transcriptional activity of mutant p53. H1299 p53-A138V BP100-luciferase reporter, luminescence, 24 h. Potency, µM (series often up to 92.2 µM), for the others: top-dose activity change, positive = activation, hits mostly activators. 320,000 tested, 0.063% active. AID 504706; further: potency means the concentration at half of the fitted maximal effect; % of control where 0% means no effect; nearly all actives have a fitted effect of over 45% in size
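H1299 (p53-null), stable ts p53-A138V + BP100-Luc; 1000 cells/well, Opti-MEM/10% FBS; cpd 4 pt, 1:5; 24 h, 37 deg C, 5% CO2; detection reagent 10 min RT; luminescence.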
ASM inhibitor = blocks human secretory acid sphingomyelinase | P17405 | placental ASM, HMU-PC fluorogenic substrate, 60 min | Potency, µM (titrated, usually from 57.5 µM), inactives show top-dose activity change, negative = inhibition, usual class: inhibitors | 340,000 tested, 0.006% active; further: potency means the concentration at half of the fitted maximal effect
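HMU-PC0 cleavage (9 uM final) by human placental ASM, 60 min at 37 °C following 10 min compound exposure at RT; stopped at pH 10, fluorescence Ex 386/Em 447 nm.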
B2AR arrestin = recruits beta-arrestin to the human beta2-adrenergic receptor | P07550 | 330,000 tested, 0.02% active | Potency, µM (series often up to 46.1 µM), for the others: at the highest dose activation, actives largely listed as activators | beta-arrestin recruitment to beta2AR, cell-based reporter;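 further: potency means the concentration at half of the fitted maximal effect; 0% = DMSO controls and full agonism = EC100 isoproterenol or metaproterenol; nearly all actives have a fitted effect of over 65% in size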
uPA surface inh = cell surface uPA generation inhibition; cell surface uPA generation assay, qHTS; Potency, µM (highest dose often 38.3 µM), inactives show top-dose activity change, negative = inhibition, usual class: inhibitors; 330,000 tested, 0.31% active; AID 540303; active means well fitted inhibition curve with a large enough effect; inconclusive means small, poorly fitted or top-dose-only effect; inactive means no such curve, though single readings can be large or run the other way; tested in mouse RAW 264.7 cells; further: potency means the concentration at half of the fitted maximal effect; on the % scale 0 is the no-effect control and ±100 the full control effect; nearly all actives have a fitted effect of over 55% in size
* marks the source's active call; other numbers are inactive results; i = inactive; ? = inconclusive; . = no result given; [ ] = remark or other dose. Unless noted, the call rests on the fitted dose curve; in most records, active means well fitted curve in the direction sought with a large enough effect; inconclusive means small, poorly fitted or top-dose-only effect, or another doubt; inactive means no such curve, though single readings can be large; an effect the other way counts as inactive or inconclusive.

Under each structure – BRCA1 expr up, Eya2 inh, TRPV1 ag, USP2a inh, Integrin act MD, ELG1 genotoxic, TSG101-PTAP inh, p53 reactivator, ASM inhibitor, B2AR arrestin, uPA surface inh
1. Cc1occc1C(=O)Nc1cccc(C(=O)NCc2ccccc2)c1
    0%, -17%, -4, 2%, -6%, -4%, -6%, -9%, 0%, -0.2%, .
2. CC(=O)C1C(c2cn(-c3ccccc3)nc2-c2cccs2)NC(=O)NC1(O)C(F)(F)F (stereo not given)
    -6%, 9%, 0, -1%, 31%, 0%, -1%, -1%, 0%, -0.6%, 2%
3. Cn1cnc2c(cnn2C)c1=O
    -7%, ., ., ., 6%, ., -5%, ., 5%, ., 0%
4. CCCCn1c(=O)c(C(=O)OCC)c(O)c2ccccc21
    2%, 27%, 1, 2%, -12%, 3%, -6%, 1%, -1%, 0.3%, 11%
5. CCN1CCN(C(=O)CCc2nnc3ccc(N4CCN(c5cccc(OC)c5)CC4)nn23)CC1
    -8%, 4%, -3, 2%, -55%[inhibitor], 2%, -5%, -4%, 1%, -0.1%, -1%
6. COc1ccc(C(=O)CSc2nc(C)cc(=O)[nH]2)cc1
    1%, -16%, 0, -2%, 3%, 4%, -1%, 8%, 5%, -0.2%, 6%
7. Cc1ccccc1-c1ncc(CN2CCC(CO)(CCCc3ccccc3)CC2)cn1
    -28%, -13%, -4, -5%, -46%[inhibitor], -8%, -4%, 2%, -1%, -0.4%, -6%
8. O=C(Oc1cccc(F)c1)c1ccc2c(=O)n3c(nc2c1)CCC3
    -13%, -8%, 0, 1%, -6%, 3%, 0%, 0%, 5%, -0.2%, 2%
9. Cc1cc(C)cc(C(=O)NCC(=O)OCC(=O)Nc2ccc(C)cc2Br)c1
    4%, 7%, 0, 7%, 17%, 5%, -1%, -2%, 0%, -0.2%, 4%
10. O=C(Cc1ccc(F)cc1)OCn1nnc2ccccc2c1=O
    -3%, 2%, 6, 3%, -17%, 3%, 2%, -3%, -4%, -0.4%, -4%
11. CC(C)NC(=O)c1cc2cc(Br)ccc2oc1=O
    -45%, 18%, 1, -6%, -35%, 7%, -2%, 4%, 4%, -0.7%, 5%
12. O=C(NCc1ccccc1Cl)C1CCCO1 (stereo not given)
    11%, 7%, -2, 3%, 4%, 1%, 3%, 2%, -1%, -0.1%, 4%
13. COC(=O)COc1ccc(S(=O)(=O)NCc2ccccn2)cc1
    -7%, -4%, -1, 2%, 12%, 3%, -3%, ., -1%, -2.8%, 2%
14. CC(C)CC(NC(=O)C1CCC(C)CC1)C(=O)Nc1cccnc1 (stereo not given)
    6%, -12%, 4, 2%, 5%, 0%, 0%, -7%, -2%, -0.1%, 4%
15. COCCn1c(-c2cccs2)nc2nc3ccccc3nc21
    -18%, -5%, -3, 5%, -19%, -2%, -2%, 4%, i, -0.4%, -11%
16. COc1ccc(-c2nnc3c4ccccc4c(C)nn23)cc1S(=O)(=O)N1CCN(CCO)CC1
    -17%, -5%, -1, -1%, 7%, -4%, -6%, -19%, 0%, 0.0%, .
17. CCn1cc(S(=O)(=O)Nc2ccc3c(c2)OCCO3)cn1
    14%, -9%, -4, 1%, -18%, ?, -2%, 10%, -2%, -0.4%, -3%
18. CC(C)(C)[C@@H]1COC(=O)[C@@H](Cc2ccc(F)cc2)C/C=C\C[C@H](CC(=O)N(CCO)Cc2ccccc2)C(=O)N1
    -3%, -11%, ., 1%, 6%, -9%, 1%, ?, 6%, 0.0%, -22%
19. CCOC(=O)C1CCCN(c2nc3ccccc3nc2C(C#N)C(=O)OC(C)C)C1 (stereo not given)
    11%, 0%, ?, 4%, 1%, -8%, 0%, -9%, 28%, 0.1%, -4%
20. COc1ccccc1N1CCN(C(=O)c2cc(-c3ccc4c(c3)OCO4)on2)CC1
    4%, 13%, 8, -1%, 8%[7.66 µM], -6%, -8%, -3%, -13%, 0.4%, .
21. Cc1ccc(C)c(NC(=O)Cn2nc(C)c3ccccc3c2=O)c1
    5%, 1%, 1, 0%, -10%, 2%, 1%, -2%, -2%, -0.2%, 1%
22. Oc1ccc(Nc2ncnc3ccccc23)cc1
    17%, ?, -4, 1%, 0%, 9%, -9%, ., 0%, 0.4%, ?
23. CCN(CC)CCn1cnc2c1c(=O)n(CCOC(=O)c1cc(OC)c(OC)c(OC)c1)c(=O)n2C
    -12%, 4%, 0, 1%, -3%, 5%, -1%, -8%, 1%, 0.3%, -5%
24. CCOC(=O)c1ccc(N2Cc3ccccc3C2=N)cc1
    ?, -37%, 3, -1%, -3%, ?, -4%, 1%, 2%, 0.2%, 1%
25. CN(CC(=O)Nc1ccc(N2CCOCC2)cc1)C(=O)CSc1ccccc1F
    64%, 3%, 3, 1%, ?, 2%, -11%, 21%, 4%, 0.0%, 7%
26. O=[N+]([O-])c1ccccc1CN1CCN(S(=O)(=O)Cc2ccccc2)CC1
    -9%, 2%, -11, -3%, -23%, -9%, -1%, -10%, 1%, -0.3%, 6%
27. c1ccc(CN2CCOCCOCCOCCOCCOCCOCC2)cc1
    -5%, -8%, 2, 0%, -11%, -1%, -12%, -1%, 3%, 3.8%, -2%
28. COC(=O)C1(C)NC(c2ccc(O)cc2)C2C(=O)N(c3ccc(F)cc3)C(=O)C21 (stereo not given)
    10%, 9%, -1, -1%, 0%, -1%, -10%, 2%, -1%, -1.8%, 6%
29. Cc1nnc(SCc2nc3sc(C(=O)O)c(C)c3c(=O)[nH]2)s1
    -2%, 17%, -6, 0%, 12%, 0%, -4%, 1%, 8%, -0.9%, 5%
30. Cc1cc(C(=O)OCC(=O)NC2CCCC(C)C2C)c(C)o1 (stereo not given)
    -6%, 8%, ., 7%, 3%, 0%, -3%, -3%, 1%, 0.5%, 9%

3 of the entries above in order of their number in p53 reactivator, highest first:
| cpd | mol | p53 reactivator |
| --- | --- | --- |
| 25 | CN(CC(=O)Nc1ccc(N2CCOCC2)cc1)C(=O)CSc1ccccc1F | 21% |
| 27 | c1ccc(CN2CCOCCOCCOCCOCCOCCOCC2)cc1 | -1% |
| 23 | CCN(CC)CCn1cnc2c1c(=O)n(CCOC(=O)c1cc(OC)c(OC)c(OC)c1)c(=O)n2C | -8% |

Following part:
Under each structure – BRCA1 expr up, Eya2 inh, TRPV1 ag, USP2a inh, Integrin act MD, ELG1 genotoxic, TSG101-PTAP inh, p53 reactivator, ASM inhibitor, B2AR arrestin, uPA surface inh
31. O=C(CCCOc1ccccc1)Nc1cccc(S(=O)(=O)N2CCOCC2)c1
    -1%, -2%, ., 4%, 8%, -1%, -8%, -6%, -2%, -0.4%, 4%
32. O=C(Nc1ccc(Cl)cn1)c1ccccc1[N+](=O)[O-]
    16%, 3%, 16, -1%, -28%, 6%, -5%, ?, -3%, -0.2%, -14%
33. CC(OC(=O)/C=C/c1cccs1)C(=O)Nc1ccc(S(N)(=O)=O)cc1 (stereo not given)
    -17%, 1%, 5, -1%, -23%, -6%, 0%, 1%, -5%, 0.0%, 5%
34. Cc1ccc(NC(=S)N2CCN(S(=O)(=O)c3ccccc3)CC2)cc1
    -10%, -2%, ?, -2%, 26%, 2%, -3%, -4%, 0%, 0.5%, -2%
35. CSc1ccccc1NC(=O)CN(C)CC(=O)c1c(C)[nH]c2ccccc12
    -12%, -5%, 29, -6%, -14%, -1%, -2%, -7%, -3%, -0.2%, 5%
36. CCCCN(C(=O)c1cc(S(=O)(=O)N2CCCCC2)ccc1Cl)c1c(N)n(CCC)c(=O)[nH]c1=O
    -4%, ., ., ., 1%, ., 0%, ., 2%, ., -3%
37. O=C(NCCc1ccccc1)c1nc2nc(-c3cccs3)cc(C(F)(F)F)n2n1
    -51%, 5%, 1, 12%, -17%, -8%, -12%, 28%, ., -0.8%, -4%
38. Cc1ccc(C(=O)NC2CCCCC2)cc1
    ?, 3%, 25, -1%, 21%, 30%, -6%, 26%, 4%, -0.1%, ?
39. COc1cc(OC)cc(-c2c(-c3cccs3)c3cc(-c4ccc(N(C)C)nc4)ccc3n2C)c1
    0%, 7%, -8, 1%, -35%, 3%, -2%, 6%, 155%[activator], -1.0%, 7%
40. O=C(Nc1ccc2[nH]ncc2c1)c1ccc(F)cc1
    ?, -7%, ?, -1%, 4%, ?, 0%, ., 2%, 0.1%, -12%
41. O=C(COc1cccnc1[N+](=O)[O-])N1CCN(C(=O)c2ccco2)CC1
    -15%, 7%, 1, 1%, 38%, 0%, -2%, 6%, 4%, -0.2%, 4%
42. Cc1cc(C)c(NC(=O)c2ccccc2CCc2ccccc2)c(C)c1
    -1%, 7%, 8, -1%, -11%, 0%, -3%, 3%, 1%, 0.3%, -3%

Bioassay records as filed in PubChem BioAssay.
